A549 viability = A549 cytotoxicity, counter-screen for Nrf2 inhibitors | A549 ARE-Fluc cells, CellTiter-Fluor viability, 18-24 h | Potency, µM (highest dose often 46 µM), for inactives: at the highest dose activity change, negative = cytotoxicity, most hits filed as inhibitors | 390,000 compounds, 0.16% hits | AID 504648; further: potency means the concentration at half of the fitted maximal effect; on the % scale 0 is the no-effect control and ±100 the full control effect
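Cytotoxicity counterscreen: CellTiter-Fluor fluorescence was measured in A549 ARE_Fluc cells after 18-24 h of compound exposure in a concentration series. The subsequent BugLite luminescent read reports ARE-luciferase activity.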
EPAC2 antag = EPAC2 (human) antagonism. Potency, µM (titrated, usually from 114 µM), for inactives: top-dose activity, negative = inhibition, most hits filed as inhibitors. AID 720708. 360,000 compounds, 0.18% hits. EPAC2 GEF exchange of Rap1B-BODIPY-GDP, fluorescence; further: potency means the concentration at half of the fitted maximal effect; on the % scale 0 is the no-effect control and ±100 the full control effect; nearly all actives have a fitted effect of over 45% in size; many of its hits are not listed in these tables
Target sequence (Q8WZA2 whole entry, looked up): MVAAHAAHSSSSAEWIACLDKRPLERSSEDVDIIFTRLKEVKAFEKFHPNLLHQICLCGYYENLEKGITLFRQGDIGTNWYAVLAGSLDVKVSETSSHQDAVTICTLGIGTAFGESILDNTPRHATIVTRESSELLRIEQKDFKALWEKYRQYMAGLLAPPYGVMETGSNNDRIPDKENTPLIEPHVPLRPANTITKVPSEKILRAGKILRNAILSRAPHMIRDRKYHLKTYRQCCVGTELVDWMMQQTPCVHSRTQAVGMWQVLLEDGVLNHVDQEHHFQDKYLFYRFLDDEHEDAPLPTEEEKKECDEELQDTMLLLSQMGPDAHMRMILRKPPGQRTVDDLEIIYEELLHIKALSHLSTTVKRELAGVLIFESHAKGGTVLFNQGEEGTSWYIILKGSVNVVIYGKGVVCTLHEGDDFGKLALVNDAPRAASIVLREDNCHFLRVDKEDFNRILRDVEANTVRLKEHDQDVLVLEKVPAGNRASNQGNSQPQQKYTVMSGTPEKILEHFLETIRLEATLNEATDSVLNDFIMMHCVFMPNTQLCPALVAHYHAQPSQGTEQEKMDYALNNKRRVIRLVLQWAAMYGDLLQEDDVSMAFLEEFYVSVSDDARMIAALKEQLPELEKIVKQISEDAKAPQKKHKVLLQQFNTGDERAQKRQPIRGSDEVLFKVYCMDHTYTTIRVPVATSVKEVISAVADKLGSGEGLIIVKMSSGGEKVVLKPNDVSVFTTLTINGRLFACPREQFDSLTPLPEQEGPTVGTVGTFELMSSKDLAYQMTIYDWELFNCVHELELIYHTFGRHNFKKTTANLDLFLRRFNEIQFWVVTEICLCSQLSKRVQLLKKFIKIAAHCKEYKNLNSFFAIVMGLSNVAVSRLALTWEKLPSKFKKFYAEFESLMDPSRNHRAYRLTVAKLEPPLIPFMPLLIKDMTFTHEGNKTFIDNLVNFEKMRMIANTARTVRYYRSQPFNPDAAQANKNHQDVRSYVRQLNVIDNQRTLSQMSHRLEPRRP
TGFb inhibitor = inhibitors of TGF-b signaling; Potency, µM (series often up to 46.1 µM), without a hit: at the top dose activity, negative = inhibition, hits mostly inhibitors; 410,000 compounds, 1.2% hits; HepG2 CAGA-GFP TGF-b/SMAD3 reporter, GFP fluorescence, 18 h; TGF-beta stimulated, 500 pg/mL final; further: potency means the concentration at half of the fitted maximal effect; on the % scale 0 is the no-effect control and ±100 the full control effect; nearly all actives have a fitted effect of over 65% in size
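HEPG2 CAGA-GFP cells (1000/well, DMEM with 1% FBS) were pre-incubated 2 h at 37 degrees C, given compound by pin tool, then stimulated with TGF-beta at 500 pg/mL final for 18 h before per-cell GFP fluorescence imaging.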
Nrf2 ARE act = activates Nrf2 signaling; Potency, µM (highest dose often 46.1 µM), inactives show at the highest dose activation, usual class: activators; AREc32 ARE-luciferase reporter (MCF7-derived line), luminescence, 24 h; AID 624171; 410,000 compounds, 0.31% hits; further: potency means the concentration at half of the fitted maximal effect; % of control where 0% means no effect; nearly all actives have a fitted effect of over 65% in size
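AREc32 cells carrying an ARE-driven firefly luciferase, 1000 cells/well in OPTI-MEM with 5% FBS, dosed after overnight attachment and incubated 24 hr at 37 deg C. Steady-Glo luminescence read after 30 min at RT.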
MmCpn inh = inhibitors of Methanococcus maripaludis chaperonin (MmCpn); AID 504842; 330,000 compounds, 0.031% hits; Potency, µM (doses to about 76.9 µM), for inactives: at the highest dose activity, negative = inhibition, hits mostly inhibitors; purified Mm-Cpn ATPase, ADP Transcreener TR-FRET; further: potency means the concentration at half of the fitted maximal effect; on the % scale 0 is the no-effect control and ±100 the full control effect; nearly all actives have a fitted effect of over 80% in size
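ATPase read-out: TR-FRET ADP immunoassay (anti-ADP Eu cryptate vs ADP-d2), ex 320 nm, em 590/665 nm; signal drops as ADP forms. Enzyme 25 nM, ATP 10 uM, 30 min at 37°C after 10 min compound preincubation.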
pAkt inh = blocks phosphorylation of Akt. 360,000 compounds, 0.32% hits. activity change, % for hits at 50 µM. Neuro2A IGF-stimulated pAkt S473 HTRF, 20 min; stronger effect = lower value. AID 651550; in the data active means activity change below about -80%; inconclusive means mostly about -51% to -80%; further: on the % scale 0 is the no-effect control and ±100 the full control effect
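Neuro2A cells in DMEM with 0.5% FBS, overnight at 37 deg C, given compound at single 50 µM final, then IGF (6 nM final) for 20 min at 37 deg C. Lysed; phospho-Akt Ser473 by HTRF after 24 h, 665/615 ratio.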
Nrf2 inh = inhibitors of Nrf2 signaling; A549 ARE-Fluc reporter, luciferase luminescence, 18-24 h; Potency, µM (doses to about 46 µM), for inactives: at the highest dose activity change, negative = inhibition, actives largely listed as inhibitors; 360,000 compounds, 2.1% hits; AID 504444; further: potency means the concentration at half of the fitted maximal effect; on the % scale 0 is the no-effect control and ±100 the full control effect; nearly all actives have a fitted effect of over 60% in size
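Reporter: ARE-Fluc in A549. Exposure: 18-24 h, 37 °C, 5% CO2, 5% FBS OPTI-MEM. Readouts: fluorescent cytotoxicity (CellTiter-Fluor), then luminescent Nrf2 signal after BugLite.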
CCT modulator = modulators of cytosolic chaperonin (CCT/TRiC) activity; purified chaperonin ATPase assay, HTRF ADP detection, 30 min; activity change, % (test concentration not listed), hits read low; 360,000 compounds, 0.3% hits; AID 651819; in the data active means activity change below about -30%; further: on the % scale 0 is the no-effect control and ±100 the full control effect
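TRiC (40 or 20 nM final, by batch activity) in 30 mM Tris pH 7.4, 100 mM KCl, 5 mM MgCl2, 1 mM DTT was treated with compound at 76 uM single dose, then 10 uM ATP, 30 min at 37 °C. ADP was read by HTRF Transcreener.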
EPAC2 ag = EPAC2 (human) agonism | Q8WZA2 | EPAC2 activation, biochemical qHTS; response scale: 100% = 6.5 mM cAMP response | Potency, µM (doses to about 154 µM), for inactives: at the highest dose activation, hits mostly activators | 360,000 compounds, 0.079% hits; further: potency means the concentration at half of the fitted maximal effect; nearly all actives have a fitted effect of over 50% in size
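Setup: EPAC2 100 nM, labeled Rap1B complex 250 nM, free GDP 50 uM. Compound titrations pinned in, brief spin, 5 min room temperature incubation. Kinetic fluorescence read over 30 min, normalized to 6.5 mM cAMP.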
* marks the source's active call; other numbers are inactive results; [ ] = remark or other dose. Unless noted, the call rests on the fitted dose curve; in most records, active means well fitted curve in the direction sought with a large enough effect; inconclusive means small, poorly fitted or top-dose-only effect, or another doubt; inactive means no such curve, though single readings can be large; an effect the other way counts as inactive or inconclusive. This is a subset; count on the stated rates, not on these rows.

Start of the data: the first 2 compounds, to show the layout:
`CCOC(=O)C1(Cc2cccc(Cl)c2)CCCN(C(=O)CCC(=O)N(C)C)C1` (centres undefined) gave A549 viability 4%, EPAC2 antag -13%, TGFb inhibitor 2%, Nrf2 ARE act 0.3%, MmCpn inh -5%, pAkt inh inactive, Nrf2 inh -19%, CCT modulator -3.2 and EPAC2 ag 5%.
O=C(NC1CC1)C1=C[C@H](C2CCCCC2)C[C@H](OCc2ccc(CO)cc2)O1 was read as A549 viability 0%, EPAC2 antag -18%, TGFb inhibitor inconclusive, Nrf2 ARE act 4.4%, pAkt inh inactive, Nrf2 inh -1%, CCT modulator -1.0 and EPAC2 ag 17%.

The whole of this part, previewed entries included:
`CCOC(=O)C1(Cc2cccc(Cl)c2)CCCN(C(=O)CCC(=O)N(C)C)C1` (centres undefined) gave A549 viability 4%, EPAC2 antag -13%, TGFb inhibitor 2%, Nrf2 ARE act 0.3%, MmCpn inh -5%, pAkt inh inactive, Nrf2 inh -19%, CCT modulator -3.2 and EPAC2 ag 5%.
O=C(NC1CC1)C1=C[C@H](C2CCCCC2)C[C@H](OCc2ccc(CO)cc2)O1 was read as A549 viability 0%, EPAC2 antag -18%, TGFb inhibitor inconclusive, Nrf2 ARE act 4.4%, pAkt inh inactive, Nrf2 inh -1%, CCT modulator -1.0 and EPAC2 ag 17%.
For Cc1ccc(NC(=O)CSc2nnc(-c3ccccc3Br)o2)cc1C the results were A549 viability 9%, EPAC2 antag -10%, TGFb inhibitor 0%, Nrf2 ARE act 2.1%, MmCpn inh 1%, pAkt inh inactive, CCT modulator -13 and EPAC2 ag 11%.
`CN(C)c1nc(Cl)cc(N2CCOCC2)n1` gave A549 viability 3%, EPAC2 antag 0%, TGFb inhibitor 7%, Nrf2 ARE act 2.5%, MmCpn inh 4%, pAkt inh inactive, Nrf2 inh 1%, CCT modulator -4.4 and EPAC2 ag 5%.
For Cc1cc2nnc(SCc3ccc(F)cc3)n2c2ccccc12 the results were A549 viability 0%, TGFb inhibitor -28%, Nrf2 ARE act 0.0% and Nrf2 inh -18%.
Screening CN(C)C(=S)Oc1ccccc1-c1ccccc1OC(=S)N(C)C returned A549 viability -10%, EPAC2 antag inconclusive, TGFb inhibitor -15%, Nrf2 ARE act -0.2%, MmCpn inh -1%, pAkt inh inactive, Nrf2 inh -2%, CCT modulator -0.3 and EPAC2 ag 11%.
Screening CC(=O)c1c(N2CCOCC2)nc2ccc(Br)cc2c1-c1ccccc1 returned A549 viability -4%, EPAC2 antag -11%, TGFb inhibitor 0%, Nrf2 ARE act 0.2%, MmCpn inh -6%, pAkt inh inactive, Nrf2 inh -23%, CCT modulator -0.5 and EPAC2 ag 7%.
CC(C)Cn1c(-c2csc(C(C)C)c2)n[nH]c1=S was read as A549 viability 23%, EPAC2 antag -15%, TGFb inhibitor inconclusive, Nrf2 ARE act 4.7%, MmCpn inh 0%, pAkt inh inactive, Nrf2 inh inconclusive, CCT modulator -1.1 and EPAC2 ag 9%.
For CCOC(=O)c1ccc(NC(=O)c2csnn2)cc1 the results were A549 viability -2%, TGFb inhibitor 15%, Nrf2 ARE act 4.4% and Nrf2 inh 5%.
For COc1ccc(NC(=O)CN(C)C(=O)CSc2ccc(Br)cc2)cc1 the results were A549 viability 19%, EPAC2 antag -3%, TGFb inhibitor -2%, Nrf2 ARE act -0.2%, MmCpn inh -3%, pAkt inh inactive, Nrf2 inh -12%, CCT modulator 2.1 and EPAC2 ag 10%.
Screening COC(=O)C(C)n1cnc2c(nnn2-c2ccc(OC)cc2)c1=O (centres undefined) returned A549 viability -2%, EPAC2 antag 2%, TGFb inhibitor -2%, Nrf2 ARE act 0.2%, MmCpn inh 1%, pAkt inh inactive, Nrf2 inh 9%, CCT modulator -3.0 and EPAC2 ag -3%.
`COc1ccc(/C=C2\OC(=S)N(C)C2=O)cc1` gave A549 viability -1%, EPAC2 antag -1%, TGFb inhibitor 11%, Nrf2 ARE act 0.0%, MmCpn inh 0%, pAkt inh inactive, Nrf2 inh 6%, CCT modulator 0.5 and EPAC2 ag 10%.
Screening CCCn1c2ccccc2c2cnn(CC(=O)Nc3ccc(C)cc3Br)c(=O)c21 returned A549 viability 0%, TGFb inhibitor -3%, Nrf2 ARE act -1.1% and Nrf2 inh -2%.
Screening Cc1c(-c2ccccc2)nc2ccccc2c1C(=O)OCC(=O)Nc1ncc(C(F)(F)F)cc1Cl returned A549 viability 11%, EPAC2 antag -20%, TGFb inhibitor 0%, Nrf2 ARE act 3.1%[9.22 µM], MmCpn inh inconclusive, pAkt inh inactive, Nrf2 inh 11%, CCT modulator -53* and EPAC2 ag 1%.
Screening Cc1ccc(NC(=O)CCN2C(=O)c3ccccc3C2=O)cc1 returned A549 viability 9%, EPAC2 antag -18%, TGFb inhibitor -1%, Nrf2 ARE act -0.1%, MmCpn inh 1%, pAkt inh inactive, Nrf2 inh -21%, CCT modulator 0.9 and EPAC2 ag 0%.
Screening COc1ccccc1OCCCCOc1ccccc1F returned A549 viability 6%, EPAC2 antag -9%, TGFb inhibitor inconclusive, Nrf2 ARE act 2.9%, MmCpn inh 1%, pAkt inh inactive, Nrf2 inh 12%, CCT modulator -1.6 and EPAC2 ag 18%.
Screening Cc1nnc(NC(=O)CSC2CCCCC2)s1 returned A549 viability 0%, EPAC2 antag -1%, TGFb inhibitor -1%, Nrf2 ARE act 2.6%, MmCpn inh 0%, pAkt inh inactive, Nrf2 inh 0%, CCT modulator 0.2 and EPAC2 ag 5%.
Screening CCN(CC)S(=O)(=O)c1ccc(NC(=O)C(C)N(c2ccccc2)S(C)(=O)=O)cc1 (centres undefined) returned A549 viability -1%, EPAC2 antag -18%, TGFb inhibitor -8%, Nrf2 ARE act 0.1%, MmCpn inh 2%, pAkt inh inactive, CCT modulator -0.9 and EPAC2 ag -8%.
`CCOc1ccccc1N(C(=O)Nc1ccc(Cl)cc1)C1=NC(C)CS1` (centres undefined) gave A549 viability -10%, EPAC2 antag 0%, TGFb inhibitor inconclusive, Nrf2 ARE act 4.9%, MmCpn inh -12%, pAkt inh inactive, Nrf2 inh 13%, CCT modulator -0.6 and EPAC2 ag 8%.
For COc1ccc(S(=O)(=O)N2CCCCC2C)cc1 (centres undefined) the results were A549 viability 3%, EPAC2 antag -29%, TGFb inhibitor -25%, Nrf2 ARE act 0.0%, MmCpn inh 1%, pAkt inh inactive, Nrf2 inh -3%, CCT modulator 0.7 and EPAC2 ag 2%.
Screening COC(=O)c1ccccc1S(=O)(=O)N1CCC(C(=O)NC2CCCCC2C)CC1 (centres undefined) returned A549 viability 1%, EPAC2 antag -2%, TGFb inhibitor 23%, Nrf2 ARE act -0.7%, MmCpn inh 2%, pAkt inh inactive, Nrf2 inh -19%, CCT modulator 0.4 and EPAC2 ag 6%.
`C=CCn1c(C)cc(C(=O)Cn2ncc(Cl)c(Cl)c2=O)c1C` gave A549 viability inconclusive, EPAC2 antag -1%, TGFb inhibitor -1%, Nrf2 ARE act inconclusive, MmCpn inh -2%, pAkt inh inactive, Nrf2 inh inconclusive, CCT modulator -4.6 and EPAC2 ag 6%.
`CCOc1ccc(-c2c(C)n([O-])c3c([n+]2=O)CCCCC3)cc1` gave A549 viability 3%, EPAC2 antag 18%, TGFb inhibitor 3%, Nrf2 ARE act -0.3%, MmCpn inh -2%, pAkt inh inactive, Nrf2 inh 6%, CCT modulator 0.8 and EPAC2 ag -1%.
Screening C=CCNC(=O)C(=O)NCC1CCCN1CC (centres undefined) returned A549 viability -7%, EPAC2 antag 3%, TGFb inhibitor -4%, Nrf2 ARE act 0.0%, MmCpn inh -4%, pAkt inh inactive, Nrf2 inh 9%, CCT modulator -4.3 and EPAC2 ag 3%.
COc1ccc2nc(N(CCN(C)C)C(=O)c3ccc4ccccc4c3)sc2c1 was read as A549 viability 6%, EPAC2 antag 9%, TGFb inhibitor 15%, Nrf2 ARE act -1.1%, MmCpn inh 0%, pAkt inh inactive, Nrf2 inh 3%, CCT modulator 1.6 and EPAC2 ag 4%.
For CCc1ccc(NC(=O)C2CCCN(S(=O)(=O)c3cccc4nonc34)C2)cc1 (centres undefined) the results were A549 viability 5%, TGFb inhibitor -2%, Nrf2 ARE act -0.1% and Nrf2 inh 5%.
Screening CNC(=O)c1ccc(-c2sc3nc(N4CCOCC4)c4c(c3c2N)CCCC4)o1 returned A549 viability inconclusive, EPAC2 antag -9%, TGFb inhibitor -1%, Nrf2 ARE act 3.7%, MmCpn inh -17%, pAkt inh inactive, Nrf2 inh -56%, CCT modulator 0.0 and EPAC2 ag 11%.
CCOC(=O)N1CCN(C(=O)COc2ccc(S(=O)(=O)Nc3ccc(OCC)cc3)cc2)CC1 was read as A549 viability -7%, EPAC2 antag -4%, TGFb inhibitor -5%, Nrf2 ARE act 0.1%, MmCpn inh -2%, pAkt inh inactive, Nrf2 inh inconclusive, CCT modulator -3.4 and EPAC2 ag 1%.
`CCCCC(=O)Nc1nc(C)c(-c2csc(Nc3ccc(Cl)cc3)n2)s1` gave A549 viability -7%, EPAC2 antag 6%, TGFb inhibitor -17%, Nrf2 ARE act 6.3%, MmCpn inh inconclusive, pAkt inh inactive, Nrf2 inh inconclusive, CCT modulator 0.4 and EPAC2 ag 5%.
`O=C(NNC(=O)c1ccccc1Cl)c1ccccc1Cl` gave A549 viability -9%, EPAC2 antag 5%, TGFb inhibitor -1%, Nrf2 ARE act -0.2%, MmCpn inh 0%, pAkt inh inactive, Nrf2 inh 4%, CCT modulator -1.2 and EPAC2 ag 7%.

Screening results (PubChem BioAssay)
